# DENV2 CPE rescue: inhibitors of DENV2 cytopathic effect, primary screen, cell-based, plate reader, single concentration | DENV2-infected cells, cytopathic effect rescue | CPE inhibition, % at 9.99 µM | 350,000 tested, 1.7% active | AID 651640, 2012; in the data active = CPE inhibition above about 20%, passing the limit was not always enough; inconclusive = no clear call, values can overlap the other calls; tested in BHK-21 cells;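 also: 0% = median of neutral control wells and 100% = median of positive control wells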
# CASP6 VEID inh: human caspase-6 inhibitors, primary screen, biochemical, VEID-R110 fluorescence, single point, set 2 | P55212 | purified caspase-6, Z-VEID-R110 cleavage fluorescence | inhibition, % at 12.5 µM | 350,000 tested, 0.53% active;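 active = mean inhibition across replicates at least about 35%, with every replicate also reaching that limit, limit read from the data; inconclusive = only one of the two criteria met; inactive = neither criterion met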;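 also: 0% = median of neutral control wells and 100% = no fluorescence left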
# miR-122 sensor: miR-122 Renilla sensor signal increase in Huh7, primary screen, miR-122 inhibitor project, cell-based, single point, plate reader | activation (reporter increase), % at 12.5 µM | Huh7 miR-122 Renilla luciferase sensor, 48 h; neutral wells = 0, positive control = 100 | 340,000 tested, 0.3% active | AID 602342, 2012;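 active = mean replicate activation score at least 90 and every replicate individually at or above 90; inconclusive = only one of the two criteria met; inactive = neither criterion met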;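 also: higher luciferase means less miR-122 activity so hits act as miR-122 inhibitors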
# CFTR F508del cor: F508del CFTR correction, initial screen, CFBE line, single point; CFBE cells, YFP halide quenching; stimulated with forskolin plus potentiator P3; % fluorescence drop versus neutral controls; activity (quench increase), % at 7.58 µM; 350,000 tested, 0.36% active;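 active = mean added fluorescence quench of at least 8% versus neutral control, with both replicates also reaching 8%; inconclusive = only one of the mean or replicate conditions met; inactive = mean below 8% and not both replicates reaching 8%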;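 also: cells transiently co-express mutant CFTR-F508del with the halide-sensitive YFP; corrector assay measuring rescue of mutant channel to the surface after 24 h compound exposure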
# ERp5 inh: inhibitors of ERp5-driven insulin aggregation, primary screen, biochemical, turbidity, absorbance 650 nm, single point; 350,000 tested, 0.05% active; Protein disulfide-isomerase A6 (Homo sapiens), Q15084; 90 min; inhibition, % at 9.99 µM;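 active = mean replicate inhibition above about 25%, with every replicate also reaching it, limit read from the data, passing the limit was not always enough; inconclusive = only one of those two criteria met; inactive = neither criterion met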
# ERAP1 inh: human ERAP1 aminopeptidase inhibitors, primary screen, biochemical, single point, plate reader | AID 652197, 2013 | 340,000 tested, 0.15% active | Endoplasmic reticulum aminopeptidase 1 (Homo sapiens), Q9NZ08 | recombinant ERAP1, Leu-AMC fluorescence, 60 min | inhibition, % at 10.7 µM;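 active = mean replicate inhibition of at least 30%, or all replicates individually reaching that 30% level; inactive = mean below 30% and not every replicate reaching it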;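 also: 0% = neutral control wells and 100% = L-leucinethiol positive control wells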
# Target sequence (Q9NZ08 whole entry, looked up): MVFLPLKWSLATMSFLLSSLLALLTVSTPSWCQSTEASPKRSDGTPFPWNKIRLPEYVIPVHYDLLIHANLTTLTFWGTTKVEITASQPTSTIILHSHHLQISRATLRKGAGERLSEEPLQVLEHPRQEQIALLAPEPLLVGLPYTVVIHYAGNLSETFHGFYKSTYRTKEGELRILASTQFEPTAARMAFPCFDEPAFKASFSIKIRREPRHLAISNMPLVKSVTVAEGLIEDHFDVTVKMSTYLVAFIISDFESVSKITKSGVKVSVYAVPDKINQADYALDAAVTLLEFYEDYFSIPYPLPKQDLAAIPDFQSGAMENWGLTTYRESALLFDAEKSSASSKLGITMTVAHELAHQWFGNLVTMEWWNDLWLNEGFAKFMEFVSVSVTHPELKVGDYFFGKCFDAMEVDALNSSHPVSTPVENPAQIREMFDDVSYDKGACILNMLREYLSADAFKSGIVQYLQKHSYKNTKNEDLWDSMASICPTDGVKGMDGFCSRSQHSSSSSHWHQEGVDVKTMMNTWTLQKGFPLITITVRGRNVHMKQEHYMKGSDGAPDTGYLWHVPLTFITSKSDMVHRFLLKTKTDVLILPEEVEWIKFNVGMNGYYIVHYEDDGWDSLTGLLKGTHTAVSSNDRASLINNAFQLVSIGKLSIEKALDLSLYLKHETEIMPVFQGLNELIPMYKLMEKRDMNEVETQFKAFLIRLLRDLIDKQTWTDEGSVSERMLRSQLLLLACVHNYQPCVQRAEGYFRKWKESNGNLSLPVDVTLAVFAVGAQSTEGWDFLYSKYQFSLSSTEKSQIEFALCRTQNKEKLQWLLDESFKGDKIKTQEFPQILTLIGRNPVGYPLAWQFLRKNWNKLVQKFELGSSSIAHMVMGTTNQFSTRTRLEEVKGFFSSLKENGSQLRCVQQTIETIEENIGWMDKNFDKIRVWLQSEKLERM
# SIRT5 block: SIRT5 desuccinylase inhibitors, primary screen, biochemical, fluorescence imaging, single point, set 5; NAD-dependent protein deacylase sirtuin-5, mitochondrial (Homo sapiens), Q9NXA8; Purified SirT5, succinyl-peptide AMC, trypsin-coupled fluorescence; inhibition, % at 15 µM; 330,000 tested, 1.1% active; AID 652115, 2013; in the data active = inhibition above about 15%; inconclusive = no clear call, values can overlap the other calls
# * marks the source's active call; other numbers are inactive results; ? = inconclusive; . = not tested or not shown; [ ] = dose if it differs, or a comment.
SMILES,DENV2 CPE rescue,CASP6 VEID inh,miR-122 sensor,CFTR F508del cor,ERp5 inh,ERAP1 inh,SIRT5 block
COc1cccc(-n2cc(-c3ccc(F)cc3)[nH]c2=S)c1,-4,4,4,1.0,2,2,1
Cc1noc(C)c1NC(=O)Nc1ccc2c(c1)CC(=O)N([C@H](C)CO)C[C@@H](C)[C@@H](CN(C)C(=O)Nc1cccc3ccccc13)O2,3,-1,26[16.7 µM],0.2,-7,1,-3
Cc1cccn2c(=O)c(C=O)c(Cl)nc12,2,0,.,1.5,-8,7,-2
Cc1cccc2nc(COc3ccc(Cl)c4cccnc34)cn12,-1,-1,.,-2.3,6,1,-3
CCOCCCn1c(SC(C)C(=O)NCC2CCCO2)nc2sc(C)c(C)c2c1=O (configuration not stated),0,8,.,4.6,0,-2,2
CCOC(=O)CNC(=O)CNC(=O)c1nn(-c2ccc(OC)c(OC)c2)c(=O)c2ccccc12,3,-4,-7,-1.7,2,0,-4
CC(C)(O)C#Cc1ccc([C@H]2[C@@H](CO)N3CCCCN(Cc4ccccc4F)C[C@@H]23)cc1,-9,2,-4[16.7 µM],1.8,-8,-2,-3
Nc1nc2ccc(S(=O)(=O)N3CCCCC3)cc2s1,-7,-2,11,-1.4,1,12,-2
Cc1cccc(NC(=O)CCS(=O)(=O)c2ccccc2)c1,1,-2,.,-0.2,4,-2,-1
COc1ccc(S(=O)(=O)Cc2ccc(C(=O)N3CCN(c4cccc(C)c4C)CC3)o2)cc1,-4,1,1,2.2,-7,.,.
C/C(=N\Nc1nccnc1Cl)c1ccc(Br)cc1,2,-4,.,0.0,0,-2,4
O=C(NCc1ccccc1Cl)C1CCC(=O)N(C2CC2)C1 (configuration not stated),4,-2,-5,-2.6,0,-1,2
COc1ccc(NC(=O)N2CCC3(CC2)CN(C(C)=O)[C@@H](CO)c2[nH]c4cc(OC)ccc4c23)cc1,-4,0,.,0.7,-6,-4,-3
Cc1nc2ccc(NC(=S)N3CCN(c4ccccn4)CC3)cc2nc1C,0,0,.,.,-4,2,0
C[C@@H]1CN([C@H](C)CO)C(=O)c2cc(NC(=O)Nc3ccc4c(c3)OCO4)ccc2O[C@@H](C)CCCCO[C@@H]1CN(C)C(=O)NC1CCCCC1,16,0,8[16.7 µM],-3.0,-1,-1,2
Cc1cc(NC(=O)CSC2=NS(=O)(=O)c3cc(Cl)ccc3N2)no1,?,-1,6,-3.2,-1,-7,0
Cc1ccc(S(=O)(=O)N(C)C[C@H]2Oc3ccc(NC(=O)Nc4ccccc4)cc3C(=O)N([C@H](C)CO)C[C@H]2C)cc1,-3,0,62[16.7 µM],3.7,-3,-1,0
CCn1cc(CNC(=O)/C=C/c2ccc([N+](=O)[O-])cc2)cn1,.,-4,2,0.9,4,-7,-2
CC(C)NC(=O)N1[C@H](CO)[C@@H](c2ccccc2)C12CN(Cc1ccc(Cl)cc1)C2,-12,0,.,-1.2,0,2,-5
O=C(NCc1ccc2c(c1)OCO2)C1CCCN(S(=O)(=O)c2cccc3cccnc23)C1 (configuration not stated),16,4,41,2.1,-3,-4,.
CN(C)CCN(Cc1cc2cc3c(cc2nc1Cl)OCO3)C(=O)c1ccco1,-1,-7,1,0.7,0,-2,5
CCCC(=O)Nc1ccc2c(c1)OC[C@@H](C)N(C(=O)CN1CCOCC1)C[C@@H](C)[C@H](OC)CN(C)C2=O,21*,-1,.,1.2,0,1,8
O=C(Nc1ccc(Cl)cc1)N[C@@H]1CC[C@H](CCNC(=O)c2ccccc2F)O[C@@H]1CO,8,0,.,2.5,-3,1,-4
CO[C@@H]1CN(C)C(=O)c2cc(NC(=O)CC(F)(F)F)ccc2OC[C@H](C)N(C(=O)c2ccccc2F)C[C@H]1C,-5,.,.,-0.8,8,.,.
COc1ccccc1OCCNC(=O)CC(NC(C)=O)c1ccccc1 (configuration not stated),-1,3,-4,-0.6,2,2,-4
O=C(CCCN1C(=O)c2ccccc2C1=O)Nc1ccc(Br)cn1,3,.,.,2.7,-6,-2,1
CC1(C(=O)O)CCC(C(=O)Nc2ccc(F)cc2)C1(C)C (configuration not stated),4,1,2,-1.5,1,0,-2
CCC(=O)Nc1ccc2c(c1)OC[C@@H](C)N(C(=O)Cc1cccnc1)C[C@H](C)[C@H](OC)CN(C)C2=O,-6,4,.,0.0,-2,1,2
COc1ccc(-c2ccnc3cc(C(=O)O)nn23)cc1,7,11,-4,-3.1,-5,-3,-1
C[C@@H]1CN([C@@H](C)CO)C(=O)c2cc(Br)cnc2O[C@@H]1CN(C)C(=O)c1ccccc1,4,2,-5[16.7 µM],-3.8,.,-2,3
CC1(C(=O)NCc2ccc3c(c2)OCO3)CCN1C(=O)CC1CCCC1 (configuration not stated),2,-1,.,2.1,0,0,.
COc1ccc(Cl)cc1S(=O)(=O)N1CCCC(C(=O)N2CCCC2)C1 (configuration not stated),-2,5,0,3.2,7,-2,3
CC#CCN1C=C(C(=O)OCC)C(C)N(Cc2ccc(Br)cc2)S1(=O)=O (configuration not stated),17,1,-3,-0.3,-1,3,-2
CC(C)CC#Cc1cnc2c(c1)C(=O)N([C@H](C)CO)C[C@@H](C)[C@@H](CN(C)S(=O)(=O)c1ccccc1)O2,9,-2,1[16.7 µM],-0.2,-1,-1,1
CC(Sc1nnc(CN2CCCC2)n1Cc1ccccc1)C(=O)Nc1ccc(F)c(F)c1F (configuration not stated),2,1,25,-0.1,7,3,0
COC(=O)c1ccc(CNC(=O)COC(=O)CC23CC4CC(CC(Br)(C4)C2)C3)cc1,.,1,.,.,1,13,-2
CSc1cccc(N2CC(C(=O)NCCN3C(=O)S/C(=C\c4cccnc4)C3=O)CC2=O)c1 (configuration not stated),-3,3,-5,4.3,-6,2,-1
CO[C@@H]1CN(C)C(=O)c2cc(NC(=O)c3ccccc3F)ccc2OC[C@H](C)N(CC2CC2)C[C@@H]1C,43*,2,.,2.2,0,-7,-4
COC(=O)c1cccc(NC(=O)CC2C(=O)NCCN2C(=O)c2ccc(F)cc2F)c1 (configuration not stated),2,-1,-6,-0.5,1,2,-2
C[C@H](CO)N1C[C@H](C)[C@H](CN(C)C(=O)C2CCC2)Oc2cc(C#C[C@@H](C)O)ccc2S1(=O)=O,-9,0,10[16.7 µM],-1.4,20,-1,-2

# Profiles, looked up by structure:
# COC(=O)c1cccc(NC(=O)CC2C(=O)NCCN2C(=O)c2ccc(F)cc2F)c1 (configuration not stated) in the list: DENV2 CPE rescue: 2; CASP6 VEID inh: -1; miR-122 sensor: -6; CFTR F508del cor: -0.5; ERp5 inh: 1; ERAP1 inh: 2; SIRT5 block: -2
# CC1(C(=O)NCc2ccc3c(c2)OCO3)CCN1C(=O)CC1CCCC1 (configuration not stated) in the list: DENV2 CPE rescue: 2; CASP6 VEID inh: -1; miR-122 sensor: .; CFTR F508del cor: 2.1; ERp5 inh: 0; ERAP1 inh: 0; SIRT5 block: .

# The list continues.
SMILES,DENV2 CPE rescue,CASP6 VEID inh,miR-122 sensor,CFTR F508del cor,ERp5 inh,ERAP1 inh,SIRT5 block
COCc1cn(CC[C@@H]2CC[C@H](NC(=O)Cc3cccnc3)[C@H](CO)O2)nn1,2,-1,.,1.6,5,1,-1
Cc1ccc(C(O)Cn2cc([N+](=O)[O-])nc2C)cc1 (configuration not stated),11,1,.,-0.6,.,1,-2
O=[N+]([O-])c1ccc(C(O)CN2CCN(c3ccccc3)CC2)cc1 (configuration not stated),-2,0,6,-1.0,4,1,2
Cn1c(=O)[nH]c(=O)c2c1nc(Sc1ccccc1)n2CCc1ccccc1,-9,-1,0,3.5,-2,-1,-2
COc1ccccc1NC(=O)N1CCCC1C(=O)NCc1ccccc1Cl (configuration not stated),0,-1,-2,-1.6,-3,0,-3
CCOc1ccc(S(=O)(=O)N2CCCC(C(=O)NCCN3CCOCC3)C2)cc1Cl (configuration not stated),-2,0,-5,-0.5,3,2,3
COc1ccc(-c2noc(C(=O)NCc3ccc(F)cc3)n2)cc1OC,-4,-1,20,0.4,-3,1,-1
CCc1nnc(NC(=O)CCC(=O)N2CCN(Cc3ccc(F)cc3)CC2)s1,1,2,-2,-1.3,.,-4,-4
Cc1ccc(-c2cc(C(=O)NCC3(N(C)C)CCCCC3)c3ccccc3n2)o1,5,0,2,-1.4,-1,-7,.

# Copied from the entries so far, 17 compounds:
SMILES,DENV2 CPE rescue,CASP6 VEID inh,miR-122 sensor,CFTR F508del cor,ERp5 inh,ERAP1 inh,SIRT5 block
C[C@@H]1CN([C@@H](C)CO)C(=O)c2cc(Br)cnc2O[C@@H]1CN(C)C(=O)c1ccccc1,4,2,-5[16.7 µM],-3.8,.,-2,3
CC1(C(=O)NCc2ccc3c(c2)OCO3)CCN1C(=O)CC1CCCC1 (configuration not stated),2,-1,.,2.1,0,0,.
COc1ccc(Cl)cc1S(=O)(=O)N1CCCC(C(=O)N2CCCC2)C1 (configuration not stated),-2,5,0,3.2,7,-2,3
CC#CCN1C=C(C(=O)OCC)C(C)N(Cc2ccc(Br)cc2)S1(=O)=O (configuration not stated),17,1,-3,-0.3,-1,3,-2
CC(C)CC#Cc1cnc2c(c1)C(=O)N([C@H](C)CO)C[C@@H](C)[C@@H](CN(C)S(=O)(=O)c1ccccc1)O2,9,-2,1[16.7 µM],-0.2,-1,-1,1
CC(Sc1nnc(CN2CCCC2)n1Cc1ccccc1)C(=O)Nc1ccc(F)c(F)c1F (configuration not stated),2,1,25,-0.1,7,3,0
COC(=O)c1ccc(CNC(=O)COC(=O)CC23CC4CC(CC(Br)(C4)C2)C3)cc1,.,1,.,.,1,13,-2
CSc1cccc(N2CC(C(=O)NCCN3C(=O)S/C(=C\c4cccnc4)C3=O)CC2=O)c1 (configuration not stated),-3,3,-5,4.3,-6,2,-1
CO[C@@H]1CN(C)C(=O)c2cc(NC(=O)c3ccccc3F)ccc2OC[C@H](C)N(CC2CC2)C[C@@H]1C,43*,2,.,2.2,0,-7,-4
COC(=O)c1cccc(NC(=O)CC2C(=O)NCCN2C(=O)c2ccc(F)cc2F)c1 (configuration not stated),2,-1,-6,-0.5,1,2,-2
C[C@H](CO)N1C[C@H](C)[C@H](CN(C)C(=O)C2CCC2)Oc2cc(C#C[C@@H](C)O)ccc2S1(=O)=O,-9,0,10[16.7 µM],-1.4,20,-1,-2
COCc1cn(CC[C@@H]2CC[C@H](NC(=O)Cc3cccnc3)[C@H](CO)O2)nn1,2,-1,.,1.6,5,1,-1
Cc1ccc(C(O)Cn2cc([N+](=O)[O-])nc2C)cc1 (configuration not stated),11,1,.,-0.6,.,1,-2
O=[N+]([O-])c1ccc(C(O)CN2CCN(c3ccccc3)CC2)cc1 (configuration not stated),-2,0,6,-1.0,4,1,2
Cn1c(=O)[nH]c(=O)c2c1nc(Sc1ccccc1)n2CCc1ccccc1,-9,-1,0,3.5,-2,-1,-2
COc1ccccc1NC(=O)N1CCCC1C(=O)NCc1ccccc1Cl (configuration not stated),0,-1,-2,-1.6,-3,0,-3
CCOc1ccc(S(=O)(=O)N2CCCC(C(=O)NCCN3CCOCC3)C2)cc1Cl (configuration not stated),-2,0,-5,-0.5,3,2,3

# Screening data as filed in PubChem.
